Bioassay records (PubChem BioAssay)
Vc quorum ag = inducers of Vibrio cholerae quorum light production without autoinducers, primary screen, BH1578 luxS cqsA deficient, single point; V. cholerae BH1578 lux reporter, luminescence, 6 h; activation, % at 18.7 µM; hit rate 0.16% among 350,000; in the data active means activation mostly above about 9.7%, no sharp cut-off; inconclusive means no clear call, values can overlap the other calls; inactive means mostly below about 3.7%; further: not every result past the cut was called active; inactives centre near 0; reference of the scale not given here
Y pestis TopoI = Yersinia pestis topoisomerase I inhibitors, primary screen, biochemical, cleavage product accumulation, plate reader, single point | DNA topoisomerase I (Yersinia pestis CO92) | Y. pestis Topo-I cleavage product accumulation | activity, % at 10 µM | hit rate 0.064% among 360,000; in the data active means activity above about 50%, passing the limit was not always enough; inconclusive means no clear call, values can overlap the other calls; further: inactives centre near 2
TcdB GH inh = TcdB glycohydrolase inhibitors, primary screen, biochemical, single point, plate reader; AID 652162, 2013; inhibition, % at 9.99 µM; TcdB glycohydrolase enzymatic assay; Toxin B (Clostridioides difficile), P18177; hit rate 0.24% among 350,000; in the data active means inhibition above about 10%
Target sequence (P18177 whole entry, looked up): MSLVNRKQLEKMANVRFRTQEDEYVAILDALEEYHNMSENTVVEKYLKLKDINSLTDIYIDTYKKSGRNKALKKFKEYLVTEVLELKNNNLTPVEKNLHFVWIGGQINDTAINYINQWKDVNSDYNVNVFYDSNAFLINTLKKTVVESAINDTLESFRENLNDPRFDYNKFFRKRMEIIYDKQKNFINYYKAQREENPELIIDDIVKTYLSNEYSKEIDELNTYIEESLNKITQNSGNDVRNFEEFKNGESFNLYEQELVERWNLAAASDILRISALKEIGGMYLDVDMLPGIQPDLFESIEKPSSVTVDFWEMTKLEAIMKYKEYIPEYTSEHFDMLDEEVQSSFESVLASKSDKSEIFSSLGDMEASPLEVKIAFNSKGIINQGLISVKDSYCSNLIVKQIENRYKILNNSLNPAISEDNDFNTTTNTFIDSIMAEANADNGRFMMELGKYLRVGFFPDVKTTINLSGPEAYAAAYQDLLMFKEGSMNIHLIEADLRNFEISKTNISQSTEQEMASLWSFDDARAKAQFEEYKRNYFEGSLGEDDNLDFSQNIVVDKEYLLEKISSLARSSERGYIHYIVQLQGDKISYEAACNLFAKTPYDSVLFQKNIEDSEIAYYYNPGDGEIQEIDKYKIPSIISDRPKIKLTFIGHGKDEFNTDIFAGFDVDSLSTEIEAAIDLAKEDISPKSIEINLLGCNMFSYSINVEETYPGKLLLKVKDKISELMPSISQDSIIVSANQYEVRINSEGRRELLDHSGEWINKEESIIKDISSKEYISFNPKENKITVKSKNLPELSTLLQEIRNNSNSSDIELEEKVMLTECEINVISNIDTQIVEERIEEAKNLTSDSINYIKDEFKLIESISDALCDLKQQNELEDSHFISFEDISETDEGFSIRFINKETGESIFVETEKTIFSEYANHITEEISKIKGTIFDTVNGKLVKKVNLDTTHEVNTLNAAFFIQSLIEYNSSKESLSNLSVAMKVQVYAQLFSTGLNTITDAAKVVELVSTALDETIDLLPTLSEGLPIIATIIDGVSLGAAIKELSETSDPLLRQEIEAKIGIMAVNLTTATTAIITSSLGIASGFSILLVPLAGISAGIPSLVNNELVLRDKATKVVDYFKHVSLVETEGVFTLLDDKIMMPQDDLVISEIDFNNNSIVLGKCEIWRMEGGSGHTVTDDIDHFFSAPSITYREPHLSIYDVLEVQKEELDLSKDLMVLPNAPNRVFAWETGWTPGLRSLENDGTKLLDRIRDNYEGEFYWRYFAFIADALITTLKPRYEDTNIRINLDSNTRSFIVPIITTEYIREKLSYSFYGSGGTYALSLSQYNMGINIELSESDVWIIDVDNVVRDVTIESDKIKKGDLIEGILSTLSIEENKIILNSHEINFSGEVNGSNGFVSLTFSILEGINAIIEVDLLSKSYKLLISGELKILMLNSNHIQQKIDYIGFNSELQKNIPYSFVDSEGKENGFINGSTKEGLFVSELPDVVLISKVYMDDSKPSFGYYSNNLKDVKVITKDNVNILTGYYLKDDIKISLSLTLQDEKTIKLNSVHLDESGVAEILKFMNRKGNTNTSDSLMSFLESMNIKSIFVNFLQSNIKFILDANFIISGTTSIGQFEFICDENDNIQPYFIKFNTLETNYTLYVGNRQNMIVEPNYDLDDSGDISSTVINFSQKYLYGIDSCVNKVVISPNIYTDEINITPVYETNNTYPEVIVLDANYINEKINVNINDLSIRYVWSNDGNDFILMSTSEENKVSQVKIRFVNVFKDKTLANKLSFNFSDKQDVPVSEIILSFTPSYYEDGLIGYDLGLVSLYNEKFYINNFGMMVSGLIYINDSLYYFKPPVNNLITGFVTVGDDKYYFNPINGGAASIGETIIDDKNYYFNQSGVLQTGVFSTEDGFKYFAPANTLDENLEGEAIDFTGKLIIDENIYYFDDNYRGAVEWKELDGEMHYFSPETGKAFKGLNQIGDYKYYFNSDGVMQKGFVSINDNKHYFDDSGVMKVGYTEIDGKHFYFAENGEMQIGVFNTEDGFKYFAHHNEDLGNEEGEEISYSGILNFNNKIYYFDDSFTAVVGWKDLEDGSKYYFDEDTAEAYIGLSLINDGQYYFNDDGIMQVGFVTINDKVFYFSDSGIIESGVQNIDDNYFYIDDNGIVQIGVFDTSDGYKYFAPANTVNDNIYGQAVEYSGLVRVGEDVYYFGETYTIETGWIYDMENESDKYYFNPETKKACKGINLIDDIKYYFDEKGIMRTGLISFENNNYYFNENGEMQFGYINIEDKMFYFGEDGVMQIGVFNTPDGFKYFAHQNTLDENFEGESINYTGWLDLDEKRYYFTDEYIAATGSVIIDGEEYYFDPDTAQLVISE
PfHsp40 yeast = rescue of yeast from PfHsp40 toxicity, primary screen, S. cerevisiae, ATP luminescence. hit rate 0.68% among 340,000. growth rescue, % at 12.5 µM. S. cerevisiae expressing PfHsp40, growth rescue; in the data active means growth rescue above about 28%, passing the limit was not always enough; inconclusive means no clear call, values can overlap the other calls;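 further: yeast W303a lacking pdr1 and pdr3 grown in galactose medium; growth measured after three days at 30 °C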
BoNT A protease = BoNT/A light chain protease inhibitors, primary screen, biochemical, flow cytometry, MLPCN library; Botulinum neurotoxin type A light chain protease (Clostridium botulinum A str. ATCC 3502); multiplex microsphere protease substrate cleavage; inhibition, % at 10 µM; hit rate 0.17% among 360,000; AID 588499, 2011; further: plate controls were buffer without enzyme for full effect and enzyme alone for no effect
PrPC TRFRET = inhibitors of human cell surface prion protein PrPC, primary screen, cell-based, TR-FRET. Major prion protein (Homo sapiens), P04156. TR-FRET read-out. inhibition, % at 13.8 µM. hit rate 0.43% among 370,000. AID 720596, 2013; in the data active means inhibition above about 24%; further: 0% = median of the test wells and 100% = reference compound wells
Anthrax LF prot = Bacillus anthracis LF protease inhibitors, primary screen, biochemical, multiplex microsphere, MLPCN library. AID 588501, 2011. hit rate 0.12% among 360,000. inhibition, % at 10 µM. multiplex microsphere protease cleavage assay; further: plate controls were buffer without enzyme for full effect and enzyme alone for no effect
PriA SSB inh = inhibitors of Klebsiella pneumoniae PriA binding to SSB C-terminal tail, primary screen, biochemical, AlphaScreen; PriA–SSB C-terminal tail interaction (Klebsiella pneumoniae); AlphaScreen SSBct-PriA binding, biotinylated peptide; hit rate 0.6% among 430,000; inhibition, % at 33 µM; in the data active means inhibition mostly above about 37%, no sharp cut-off; inactive means mostly below about 20%;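 further: plate controls were negative control peptide for no effect and reference peptide for full effect; strong numbers were not always called active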
3CLpro inhibitor = SARS-CoV 3CLpro protease inhibitors, primary screen, biochemical, quenched FRET; Replicase polyprotein 1ab (Severe acute respiratory syndrome coronavirus), P0C6X7; hit rate 0.14% among 290,000; AID 1706, 2009; recombinant SARS-CoV 3CLpro, quenched FRET peptide cleavage; inhibition, % at 6 µM; in the data active means inhibition above about 12%
The depositor's hits bear a star; i = inactive; ? = inconclusive; · = no result given; & = joins results of further samples; ! = a repeat was not active. Unless noted, no stated cut-off is given here; in the data, active means inhibition above about 30%; inconclusive means no clear call, values can overlap the other calls; inactive means below that.

Every second line gives: Vc quorum ag, Y pestis TopoI, TcdB GH inh, PfHsp40 yeast, BoNT A protease, PrPC TRFRET, Anthrax LF prot, PriA SSB inh, 3CLpro inhibitor
1	CC(C)(C)NC(=O)CN(Cc1cccs1)C(=O)CNS(=O)(=O)c1ccc(F)cc1
    i, 29, -0.1, -1.4, -0.4, -8, 0, -6, 5
2	COc1cc(CCC(=O)Nc2nnc(C)s2)cc(OC)c1OC
    1.8, -1, 2.9, 0.2, 0.0, 13, 6, 1, 2
3	CCCCc1nc(Cl)c(C#N)c2c1CSC(C)(C)C2
    ·, 4, 0.8, -0.4, -0.3, -1, -1, -23, 1
4	CC1(C)Cc2c(sc3nc(-c4cccs4)n(N)c(=O)c23)CO1
    -1.2, 14, ·, 4.3, ?, -1, 0, -26, 3
5	COc1cccc(C(C(=O)NC2CCCCC2)N(C(=O)c2ccccn2)c2cccnc2)c1 (stereo not given)
    -0.2, 2, 1.1, 2.2, 0.1, -2, 0, -13, -1
6	CC(C)(C)NC(=O)CC1C[C@H](C(=O)N2CCCCC2)[C@@]2(CCc3ccccc3)c3[nH]c4ccccc4c3CCN2C1=O (stereo not given in full)
    -0.2, 19, 1.0, 0.2, -0.5, -10, -2, -3, ·
7	O=C(COC(=O)C1CC1)Nc1ccc([N+](=O)[O-])cc1C(F)(F)F
    i, -10, 1.6, -0.5, 2.0, -21, -4, -7, ·
8	COC(=O)Cc1c(C)c2ccc(OCc3nn[nH]n3)c(C)c2oc1=O
    -0.4, 0, ·, 0.6, 4.0, 14, -6, -18, 5
9	Cn1ccnc1-c1nnn(-c2ccc(Cl)c(Cl)c2)n1
    0.4, 7, ·, 1.8, -0.5, -1, 1, -4, ·
10	Cc1ccc(S(C)(=O)=O)cc1C(=O)N1CC(C(N)=O)Oc2ccccc21 (stereo not given)
    -5.6, -11, 0.4, 1.1, 1.8, -1, -4, 12, -6
11	CCC(=O)n1nc(-c2ccccc2)nc1N
    0.7, 4, ·, 0.1, -1.1, -5, 0, 3, -7
12	CN(C)/C=N/c1c(C#N)cnn1-c1ccccc1
    -0.4, 5, -0.1, -0.4, -0.2, 6, -2, ·, -2
13	COCCNC(=O)c1cccc(OC2CCN(Cc3ccc(F)c(OC)c3)CC2)c1
    i, 17, 1.0, 0.2, ·, -1, ·, -2, -2
14	CC1(Cc2ccc(C(F)(F)F)o2)C(=O)Nc2cc(-c3ccc(F)cc3F)ccc21 (stereo not given)
    -0.8, 7, -0.3, ·, 0.1, 11, -2, ·, ·
15	CCCCCOc1ccc(NC(=O)C2OC3OC(C)(C)OC3C3OC(C)(C)OC23)cc1 (stereo not given)
    1.1, -7, ·, 0.9, 0.3, 7, -2, 1, 2
16	CCN(C(=O)COC(=O)CNC(=O)c1ccccc1C)C1=CCCCC1
    -3.4, 7, -3.8, -2.4, 5.2, -9, 2, 2, ·
17	Cc1cc(C)nc(SCc2cc(=O)c(OC(=O)c3ccc(Br)o3)co2)n1
    0.1, -6, ·, -0.9, 11, 9, 0, -7, -2
18	COc1ccc(S(=O)(=O)N2CCN(CC(=O)Nc3c(C)n[nH]c3C)CC2)cc1OC
    ·, -3, 2.3, 0.2, 0.0, 1, -3, -18, ·
19	Cc1ccc(NC2CCCN(C(=O)Cc3nonc3C)C2)cc1C (stereo not given)
    -0.2, -5, 0.7, 1.0, -0.9, -4, 0, -5, 0
20	CCN(CC)c1ccc(C(=O)n2cnc3ccccc32)cc1
    0.6, 47, ·, 0.2, 0.4, 8, -1, -25, 7

Next part
Every second line gives: Vc quorum ag, Y pestis TopoI, TcdB GH inh, PfHsp40 yeast, BoNT A protease, PrPC TRFRET, Anthrax LF prot, PriA SSB inh, 3CLpro inhibitor
21	COc1ccc(CNC(=O)C(c2ccco2)N(Cc2cccs2)C(=O)Cc2cccs2)cc1 (stereo not given)
    i, 31, ·, 1.8, 0.3, 7, 10, -6, -4
22	COc1ccc(CCC(=O)NCCS(=O)(=O)N2CCN(c3ccccc3OC)CC2)cc1
    -0.4, 17, 1.5, -0.2, 1.1, -5, 3, 0, 2
23	COc1ccc(CCNC(=O)C2CCN(S(=O)(=O)c3ccc4c(c3)oc(=O)n4C)CC2)cc1OC
    i, 4, 1.4, -0.2, 0.6, 2, 1, 0, -1
24	C=CCN1C(=O)CN=C1NCc1ccccc1
    -0.3, -6, ·, -1.6, -0.6, -1, -2, -15, 1
25	O=C1CCCN1CCc1cccc2ccccc12
    i, 0, 0.8, -0.1, -0.1, 11, 4, -15, ·
26	O=C(O)CC1C(=O)NCCN1Cc1ccc(F)c(F)c1 (stereo not given)
    -0.2, 3, -1.4, -0.2, -1.0, 0, 0, -17, -3
27	COc1cc(/C=N/N2C(=O)c3ccccc3C2=O)ccc1O
    -0.8, -1, 3.2, 0.2, 0.3, -5, 0, ·, -1
28	Cc1ccc2sc(N(CCN(C)C)C(=O)c3ccc4ccccc4c3)nc2c1C
    i, 27, 1.1, 1.9, -2.4, -6, -2, 45*!, 5
29	Cc1cc(NC(=O)CSc2nnc(C3COc4ccccc4O3)n2N)no1 (stereo not given)
    i, 1, 0.4, -1.1, -0.3, -9, 0, -11, 3
30	Cc1cc(C)cc(SCc2noc(C(=O)NCc3ccccc3)c2C(=O)NCc2ccccc2)c1
    i, 8, ·, -0.4, -0.3, -3, -1, 0, ·
31	CCOC(=O)CSc1ncc(-c2ccccc2)nn1
    -0.4, 3, ·, 4.6, 1.7, -11, 1, 4, 3
32	CC(C)(Oc1ccc(Cl)cc1)C(=O)NCC1CCCO1 (stereo not given)
    1.7, 8, -0.1, -0.2, -1.7, -7, -3, 2, ·
33	Cc1cc(N)nc2nc(C(F)(F)F)nn12
    -0.1, -1, 1.4, 0.4, -0.1, -5, -4, -3, 7
34	O=C(COC(=O)Cn1cnc2ccccc21)Nc1cc2c(cc1Cl)C(=O)c1ccccc1C2=O
    -0.2, -3, 0.6, -0.9, -0.6, -6, -1, -2, -4
35	CC(C)c1ccc(C2NC(=S)NC3=C2C(=O)CC(C)(C)C3)cc1 (stereo not given)
    -0.2, 3, 0.7, 0.5, 0.2, 0, -1, 8, 4
36	COc1ccc(-c2noc(CCCc3ccccc3)n2)cc1OC
    3.7, 33, ·, 1.3, 0.2, 8, 0, -88, -6
37	CC(=O)Nc1ccc(NC(=O)CSC2=NS(=O)(=O)c3cc(F)ccc3N2)cc1
    -1.4, 0, 0.7, 5.8, -8.7, 1, -6, -10, ·
38	CCOC(=O)CC(=O)CSc1ncnc2c1nnn2-c1ccccc1
    i, -1, 1.6, 0.8, -0.6, -15, -7, -22&-19, 8
39	CC1CCCN(C(=O)COC(=O)C2CCN(S(=O)(=O)c3ccc4c(c3)OCCO4)CC2)C1 (stereo not given)
    2.9, 14, 0.4, 1.7, -1.8, 2, 2, 6, ·
40	CCOc1ccc(NCC(=O)c2ccc(C)cc2)cc1
    -0.3, -4, 2.1, 1.1, 0.0, 12, -5, 7, 1

More entries:
Every second line gives: Vc quorum ag, Y pestis TopoI, TcdB GH inh, PfHsp40 yeast, BoNT A protease, PrPC TRFRET, Anthrax LF prot, PriA SSB inh, 3CLpro inhibitor
41	O=c1c(F)cn(C2CCCO2)c(=O)n1Cc1c(F)cccc1Cl (stereo not given)
    -1.4, 4, ·, 0.6, ?, -6, -3, -11, 5
42	COc1ccc(-n2nnc3c(=O)n(CC(=O)N4CCC(Cc5ccccc5)CC4)cnc32)cc1
    i, 5, 5.8, -0.4, -0.8, 1, -2, -14, ·
43	O=C(NCC(c1cccs1)N1CCOCC1)c1ccccc1NS(=O)(=O)c1ccc(Cl)c([N+](=O)[O-])c1 (stereo not given)
    -0.3, -1, 0.8, 4.6, 0.3, -5, 0, 17, 1
44	Cc1cc2c(cc1S(=O)(=O)NCc1ccccc1)OCC(=O)N2
    -0.4, 1, 0.6, 0.0, -1.0, -7, -9, -10, 3
45	CC1(O)CCC2C3CCC4=CC(=O)CCC4(C)C34OC4CC21C (stereo not given)
    1.0, 4, -0.7, 0.7, 0.2, 4, 1, -1, ·
46	O=C(Nc1cccc2cccnc12)c1cccc2ccccc12
    -1.4, 16, 0.2, -0.9, -1.0, 7, -5, 5, 0
47	CSc1nc(N2CCN(c3ccccc3)CC2)cc(N2CCN(c3ccccc3)CC2)n1
    0.1, 8, 2.1, -1.2, -0.9, -3, 4, -14, 1
48	Cc1cccc(-c2oc(C)c(C)[n+]2[O-])c1
    -0.2, -1, ·, -0.9, -0.6, -3, -4, -12, -4
49	CC(C)[C@H](NC(=O)N1CCn2c1nc1ccccc12)C(=O)NC1CC1
    i, 5, -0.7, -2.6, 0.4, -11, -1, -20, -1
50	COc1ccc(/C(C)=N\NS(C)(=O)=O)c(OC)c1
    0.2, 10, ·, 0.2, -0.4, -1, -4, ·, -1
51	Clc1cccc(Cl)c1CNC1CCCC1
    i, -1, ·, -0.3, 0.1, 3, 5, 4, -3
52	O=S1(=O)CC(N2CCCCC2)CN1Cc1ccccc1 (stereo not given)
    ·, ·, 2.7, ·, 0.1, 4, 4, ·, ·
53	CCOC(=O)CN1CC23C=CC(O2)C(C(=O)NCc2ccc(C)cc2)C3C1=O (stereo not given)
    -0.2, 7, -0.1, 0.7, 0.5, -9, -5, -9, -3

Arranged by SMILES length (rising): some entries from above
Every second line gives: Vc quorum ag, Y pestis TopoI, TcdB GH inh, PfHsp40 yeast, BoNT A protease, PrPC TRFRET, Anthrax LF prot, PriA SSB inh, 3CLpro inhibitor
51	Clc1cccc(Cl)c1CNC1CCCC1
    i, -1, ·, -0.3, 0.1, 3, 5, 4, -3
52	O=S1(=O)CC(N2CCCCC2)CN1Cc1ccccc1 (stereo not given)
    ·, ·, 2.7, ·, 0.1, 4, 4, ·, ·
50	COc1ccc(/C(C)=N\NS(C)(=O)=O)c(OC)c1
    0.2, 10, ·, 0.2, -0.4, -1, -4, ·, -1
41	O=c1c(F)cn(C2CCCO2)c(=O)n1Cc1c(F)cccc1Cl (stereo not given)
    -1.4, 4, ·, 0.6, ?, -6, -3, -11, 5
45	CC1(O)CCC2C3CCC4=CC(=O)CCC4(C)C34OC4CC21C (stereo not given)
    1.0, 4, -0.7, 0.7, 0.2, 4, 1, -1, ·
53	CCOC(=O)CN1CC23C=CC(O2)C(C(=O)NCc2ccc(C)cc2)C3C1=O (stereo not given)
    -0.2, 7, -0.1, 0.7, 0.5, -9, -5, -9, -3
42	COc1ccc(-n2nnc3c(=O)n(CC(=O)N4CCC(Cc5ccccc5)CC4)cnc32)cc1
    i, 5, 5.8, -0.4, -0.8, 1, -2, -14, ·
43	O=C(NCC(c1cccs1)N1CCOCC1)c1ccccc1NS(=O)(=O)c1ccc(Cl)c([N+](=O)[O-])c1 (stereo not given)
    -0.3, -1, 0.8, 4.6, 0.3, -5, 0, 17, 1

An excerpt; rates above refer to the full screens.
